# M. tuberculosis GlmU = inhibition of mycobacterial GlmU enzyme – biochemical, glucosamine-1-phosphate acetyltransferase (AID 1376). M. tuberculosis GlmU acetyltransferase enzyme assay; higher % means a stronger effect. inhibition, %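 (tested at 30 µM in the primary screen)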; hits with a dose series show IC50 in µM. 220,000 tested, 0.25% active; in the data active = inhibition above about 13%; inconclusive = no clear call, values can overlap the other calls;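 note: 0% = complete reaction with vehicle and 100% = reaction without substrate; strong numbers were not always called active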
# RmlCD inh 1536 = blocks M. tuberculosis RmlC and RmlD coupled enzymes; 160,000 tested, 0.03% active; P9WH09+P9WH11; RmlC+RmlD coupled enzyme assay, percent inhibition; primary screen in compound mixtures; inhibition, % at 3.6 µM; AID 1533; in the data active = inhibition mostly above about 34%, no sharp cut-off; inconclusive = no clear call, values can overlap the other calls; inactive = mostly below about 22%; note: some results filed as inactive read as strong as hits
# Target sequence (P9WH09 whole entry, looked up): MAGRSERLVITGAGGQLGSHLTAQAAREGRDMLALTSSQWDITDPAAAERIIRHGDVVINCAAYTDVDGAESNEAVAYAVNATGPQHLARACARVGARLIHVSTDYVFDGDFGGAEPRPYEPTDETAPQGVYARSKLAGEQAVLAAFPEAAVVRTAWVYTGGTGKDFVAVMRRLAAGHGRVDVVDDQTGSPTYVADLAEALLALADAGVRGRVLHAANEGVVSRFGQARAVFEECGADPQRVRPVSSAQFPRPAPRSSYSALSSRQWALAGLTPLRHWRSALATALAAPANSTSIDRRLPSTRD
# Target sequence (P9WH11 whole entry, looked up): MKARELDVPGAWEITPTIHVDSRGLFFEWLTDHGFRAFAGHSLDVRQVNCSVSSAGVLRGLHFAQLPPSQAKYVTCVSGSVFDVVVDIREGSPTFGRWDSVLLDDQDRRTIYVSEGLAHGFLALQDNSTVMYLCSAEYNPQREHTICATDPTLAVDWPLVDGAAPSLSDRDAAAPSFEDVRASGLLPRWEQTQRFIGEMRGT
# Starred values were filed as active, the others as inactive; u = inconclusive; x = no result given.
smiles	RmlCD inh 1536	M. tuberculosis GlmU
O=C(NC12CC3CC(CC(C3)C1)C2)N1CCCC(CO)C1 (stereo unspecified)	x	1.8%
COc1ccc(C2C=C(c3ccc(Br)cc3)Nc3nc(NS(C)(=O)=O)nn32)cc1 (stereo unspecified)	6.1	x
O=c1ccnc(SCc2ccccc2Cl)[nH]1	-12.4	0.0%
Nc1ccc(C(O)(C(F)(F)F)C(F)(F)F)cc1	x	2.1%
Cc1ccc(C(=O)N2CCC(C)CC2)cc1C	x	-1.6%
Cc1ccc2oc(=S)n(C)c2c1	64.4	2.1%
COc1cc2c(cc1NC(=O)COC(=O)C(CCSC)NC(=O)c1ccccc1Cl)oc1ccccc12 (stereo unspecified)	-8.1	1.3%
CCN(CC)C(=O)CSc1nnc([C@H](Cc2c[nH]c3ccccc23)NC(=O)OC(C)(C)C)o1	x	-1.7%

# New compounds follow:
smiles	RmlCD inh 1536	M. tuberculosis GlmU
Cc1cccc(OCC(=O)Nc2ccc(N3CCN(C(=O)c4ccco4)CC3)cc2)c1C	19.2	8.8%
CCCN1C(=O)c2ccc(C(=O)NC3=NCCS3)cc2C1=O	10.0	8.1%
CC(c1ccccc1)n1cc(C(=O)NCC2CCCO2)nn1 (stereo unspecified)	-8.0	-5.0%
CC1(c2nnc(-c3ccc(F)cc3)o2)CC(c2ccc(F)cc2)=NO1 (stereo unspecified)	28.1	-1.1%
O=S(=O)(NCc1ccc2c(c1)OCO2)c1ccc2c(c1)oc1ccccc12	x	2.4%
Cc1cccc(NC(=O)c2cc(-c3ccc(C)s3)nc3ccccc23)n1	2.8	4.8%
CCN1C(=O)CC(N2CCN(c3ccc(OC)cc3)CC2)C1=O (stereo unspecified)	x	6.1%
O=C(c1cccn2c(=O)c3cc(Br)ccc3nc12)N1CCN(c2ccccn2)CC1	11.2	5.4%

# (next part)
smiles	RmlCD inh 1536	M. tuberculosis GlmU
COC(=O)c1[nH]c2ccc(Br)cc2c1NC(=O)C(C)N1CCN(C2CCCCC2)CC1 (stereo unspecified)	-3.2	-2.2%
O=C(c1cccc(S(=O)(=O)Nc2cccc(C(F)(F)F)c2)c1)N1CCOCC1	11.0	2.4%
CC1CCCCN1C(=O)Cc1ccc(F)cc1 (stereo unspecified)	-9.6	-4.0%
COc1cccc(C(=O)N2CCN(C(=O)c3cccc4ccccc34)CC2)c1OC	2.2	5.4%
C=CCNC(=S)N1CC2(C)CN(C(=S)NCC=C)CC(C)(C1)C2=O	-11.5	15.6%
Cc1ccc(-c2nc(C3CCCN(S(=O)(=O)c4ccc(C)cc4)C3)no2)cc1 (stereo unspecified)	x	2.0%
Cc1ccccc1N1CCN(Cc2c[nH]c3ccccc23)CC1	-3.7	-3.1%
Brc1ccc(CSc2nccn2-c2ccccc2)cc1	x	2.3%

# The final 2 entries of the part above come first, to join the parts.
smiles	RmlCD inh 1536	M. tuberculosis GlmU
Cc1ccccc1N1CCN(Cc2c[nH]c3ccccc23)CC1	-3.7	-3.1%
Brc1ccc(CSc2nccn2-c2ccccc2)cc1	x	2.3%
O=C(CN1CCCC(O)C1)N1c2ccccc2Sc2ccc(C(F)(F)F)cc21 (stereo unspecified)	-4.2	2.6%
CCOC(=O)C1=C(c2ccccc2)N=c2s/c(=C\c3ccc(O)cc3)c(=O)n2C1c1cccs1 (stereo unspecified)	5.3	4.8%
O=C(O)C1(c2ccccc2)CCN(S(=O)(=O)c2ccc(Cl)s2)CC1	x	4.5%
CCC(C)(C(=O)NC1CCCC1)N(C(C)=O)c1ccc(C)cc1 (stereo unspecified)	11.3	0.3%
O=C(Nc1nc2ccccc2c2nc3ccccc3n12)c1ccc(F)cc1	x	0.2%
CCOC(=O)C1=C(CS(=O)(=O)c2ccccc2)NC(=O)NC1c1ccccc1OCC (stereo unspecified)	5.4	5.6%
Cc1ccc(CNC(=O)C2CC(=O)OC23CCCC3)c(C)c1 (stereo unspecified)	x	-8.8%
CCOC(=O)Cn1nc(C)c(NC(=O)COc2ccccc2)c1C	-5.8	3.8%

# (listing goes on)
smiles	RmlCD inh 1536	M. tuberculosis GlmU
CCOC(=O)/C(=N\Nc1ccccc1Cl)N(C)C1CCCCC1	-12.1	-5.6%
C/C(N)=C(/C#N)C(=O)CSc1nc(C2CCCCC2)n(-c2ccccc2)n1	x	0.5%
C1CCc2nnc(C3CC3)n2CC1	x	0.6%
CC(C)NC(=O)CN1C(=O)c2ccccc2S1(=O)=O	9.3	7.3%
COc1cccc(N2CC(C(=O)OC(C)C(=O)c3ccccc3)CC2=O)c1 (stereo unspecified)	x	-6.2%
COc1cccc(/C=C/c2ccncc2)c1OC	82.1	x
CC(C)CNc1oc(-c2ccccc2Cl)nc1C#N	8.2	2.2%
CCCn1c(=O)c(C(=O)Nc2ncccc2C)c(O)c2ccccc21	u	-2.1%

# Rewritten with values under each structure: part of the list above.
# Each structure is followed by: RmlCD inh 1536	M. tuberculosis GlmU
CC(c1ccccc1)n1cc(C(=O)NCC2CCCO2)nn1 (stereo unspecified)
  -8.0	-5.0%
C=CCNC(=S)N1CC2(C)CN(C(=S)NCC=C)CC(C)(C1)C2=O
  -11.5	15.6%
CC1CCCCN1C(=O)Cc1ccc(F)cc1 (stereo unspecified)
  -9.6	-4.0%
CCN1C(=O)CC(N2CCN(c3ccc(OC)cc3)CC2)C1=O (stereo unspecified)
  x	6.1%
CCOC(=O)C1=C(c2ccccc2)N=c2s/c(=C\c3ccc(O)cc3)c(=O)n2C1c1cccs1 (stereo unspecified)
  5.3	4.8%

# The list continues.
smiles	RmlCD inh 1536	M. tuberculosis GlmU
COc1ccc(N/C(N)=N/c2nc(CSc3ccc(Cl)cc3)cc(=O)[nH]2)cc1	5.3	-1.4%
CCN1CCN(c2ccc(NC(=O)c3ccc([N+](=O)[O-])o3)cc2Cl)CC1	4.1	-14.8%
O=C(CC(Sc1ccccc1)c1cccs1)c1ccco1 (stereo unspecified)	13.4	6.6%
CC(=O)c1c(C)[nH]c(C(=O)NCCc2cccc(C)c2)c1C	x	-3.6%
C#CCNC(=O)C1=C[C@H](C)C[C@H](OCc2ccc(CO)cc2)O1	x	2.6%
c1ccc(COc2ccc(CNn3cnnc3)cc2)cc1	7.4	3.0%
Cc1csc2ncc(C(=O)Nc3ccc4c(c3)OCCO4)c(=O)n12	x	-3.3%
CCN(CC)S(=O)(=O)c1ccc2c(c1)c(=O)c(C(=O)N1CCN(c3ccccc3)CC1)cn2C	x	6.0%

# More compounds follow:
smiles	RmlCD inh 1536	M. tuberculosis GlmU
CC(C)N(C(=O)CSc1nnc(NC(=O)c2ccco2)s1)C(C)C	2.4	-2.3%
COc1ccccc1NS(=O)(=O)c1cccc(NC(=S)NCCN2CCOCC2)c1	15.2	-4.2%
O=C1CCC(=O)N1c1ccc(NC2CCN(Cc3ccccc3)CC2)c([N+](=O)[O-])c1	13.0	-0.8%
S=C(NCc1cccnc1)Nc1cccc(Cl)c1	8.2	-1.0%
Nc1nc(NCc2ccccc2)nc(NCc2ccccc2)c1[N+](=O)[O-]	-1.9	-9.4%
Cc1c(N=Cc2c(O)n(Cc3ccc(F)cc3)c(=O)[nH]c2=O)c(=O)n(-c2ccccc2)n1C	-0.7	6.0%
O=C(CCC1CCCN(C(=O)Cc2ccc(F)cc2)C1)N1CCN(c2ccccn2)CC1 (stereo unspecified)	x	0.4%
CNC(=O)C1=C(C)n2c(nc3ccccc32)NC1c1ccc(OC)cc1 (stereo unspecified)	9.9	1.4%

# Later entries.
smiles	RmlCD inh 1536	M. tuberculosis GlmU
CCOc1ccc2c(c1)n(CO)c(=S)n2CO	4.3	5.5%
COC(=O)CSc1[nH]c(=O)cc(C)c1C#N	3.5	0.3%
Cc1cccc(N2CCN(C(=O)Cn3sc4nc(C)cc(C)c4c3=O)CC2C)c1 (stereo unspecified)	5.8	0.7%
CCc1ccccc1NC(=S)N(CCN(C)C)C(C)c1ccco1 (stereo unspecified)	-10.6	-5.6%
Cc1occc1C(=O)NC(C)C1CCCO1 (stereo unspecified)	x	-0.1%
COc1ccccc1C1CC(=O)NC(SCC(=O)Nc2ccccc2)=C1C#N (stereo unspecified)	-8.0	-1.6%
O=C1CN=C(c2ccccc2)c2cc(Br)ccc2N1Cc1cc(=O)n2ccccc2n1	-9.1	1.2%
CC(=O)c1ccc(NC(=S)NCc2cccnc2)cc1	x	-6.2%

# Additional results follow.
smiles	RmlCD inh 1536	M. tuberculosis GlmU
CCC(C)NS(=O)(=O)c1ccc(N)cc1 (stereo unspecified)	-8.7	-0.4%
C[C@@]12N[C@@H](Cc3ccccc31)c1ccccc12	x	-8.4%
CC1CCc2cc(F)cc3c(=O)c(C(=O)O)cn1c23 (stereo unspecified)	x	-4.1%
Cc1ccc(S(=O)(=O)N(C)c2cc(S(N)(=O)=O)c(C)cc2C)cc1	5.5	-2.9%
CS(=O)(=O)Cc1cc(Sc2ccccc2)nc(-c2ccncc2)n1	21.4	-8.6%
C=CCNC(=O)c1ccccc1NC(=O)c1ccccc1	11.8	1.3%
Cc1ccc(S(=O)(=O)c2n[nH]n3c2nc(=O)c2ccccc23)cc1	x	6.6%
Cc1[nH]nc2c1C1(CCC(c3ccccc3)CC1)C(C#N)=C(N)O2 (stereo unspecified)	8.0	1.2%

# New compounds follow:
smiles	RmlCD inh 1536	M. tuberculosis GlmU
CC1=NOC(=O)/C1=C\c1ccc(-c2ccc(Cl)c(C(=O)O)c2)o1	-7.1	19.4%
COn1c(SC2CCCCC2)nc2ccccc2c1=O	-12.4	1.4%
O=C(C1=C(O)C(=O)N(c2ccccc2)C1c1ccc([N+](=O)[O-])cc1)c1cccs1 (stereo unspecified)	x	2.8%
Cc1ccc(S(=O)(=O)N2CCN(C(=O)C3=COCCO3)CC2)cc1C	-5.5	-6.6%
Cc1cc(=O)[nH]c(SCC(=O)NCC2CCCCC2)c1C#N	8.0	2.8%
COc1cc2c(cc1NC(=O)C(C)NCc1ccccc1)oc1ccccc12 (stereo unspecified)	4.9	-7.0%
CC(C)(CO)CNC(=O)CCc1nnc(C2(c3ccc(Cl)cc3)CCC2)o1	-5.8	8.8%
Cn1c(Cc2ccccc2)nnc1SCc1cc(=O)n2ccsc2n1	-2.0	-2.8%

# Following part
smiles	RmlCD inh 1536	M. tuberculosis GlmU
CC(C)N=C1SCC(C)(/C=N/O)S1 (stereo unspecified)	x	-4.0%
CC(C)Cn1cnc2c(=O)oc3ccccc3c21	3.3	-1.5%
CCN(CC)CCNC(=O)c1ccc(NC(=O)c2cccc(S(=O)(=O)Nc3ccc(C)cc3)c2)cc1	-2.6	-15.8%
CN1CCN(C(=O)Nc2cccc(-c3ccccc3)c2)CC1	7.3	2.6%
CCOC(=O)CSc1nc2cc(OCC)ccc2cc1C#N	8.1	6.5%
O=C(CNC(=O)c1ccc(-c2ccccc2)cc1)OCc1ccc(Br)cc1	4.5	2.7%
C=CCCC(=O)Nc1ccc(Br)cn1	4.3	1.0%
Cn1c(SCCCC(=O)c2ccc(Br)cc2)nnc1-c1ccncc1	2.4	x

# The listing continues.
smiles	RmlCD inh 1536	M. tuberculosis GlmU
O=C(COc1ncnc2ccccc12)NCCC1=CCCCC1	17.9	-2.2%
COc1ccc(C2=NO[C@@H]3C(=O)N(c4ccc5c(c4)OCCO5)C(=O)[C@H]23)cc1OC	x	0.2%
CCOCCCNC(=O)C(c1ccc(OC)cc1)N(Cc1ccc2c(c1)OCO2)C(=O)c1ccccc1O (stereo unspecified)	-16.4	-1.3%
COc1cccc(-n2c(SC)nnc2-c2c[nH]c3ccccc23)c1	12.3	-0.9%
CC(NC(=O)/C(C#N)=C1\N=C(NC(=O)c2ccco2)c2ccccc21)c1ccccc1 (stereo unspecified)	1.9	1.8%
C=CCn1c(CCn2c3ccccc3c3ccccc32)n[nH]c1=S	4.2	4.6%
Cc1nc(P(=O)(c2ccccc2)c2ccccc2)c(N2CCOCC2)o1	-1.2	-3.0%
COc1ccccc1NC(=O)Nc1cc(C(C)(C)C)nn1C	0.9	0.5%

# Next part:
smiles	RmlCD inh 1536	M. tuberculosis GlmU
CCc1nnc(NC(=O)c2ccc(S(=O)(=O)N(CC(C)C)CC(C)C)cc2)o1	x	-1.0%
Cc1sc(NC(=O)c2ccco2)c(CN2CCN(c3ccc(F)cc3)CC2)c1C	-2.7	0.8%
COc1cccc(-c2noc(-c3ccc(Br)o3)n2)c1	-6.9	-2.5%
O=C1CCCN1c1ccc(CNS(=O)(=O)c2ccc(F)cc2)cc1	6.6	0.9%
CN(C)/C=N/c1ncnc2c1cnn2-c1ccc(C(F)(F)F)cn1	6.4	4.6%
CC(C)CCn1c(SCC(=O)N2CC(=O)Nc3ccccc32)nc2scc(-c3cccs3)c2c1=O	-11.2	1.8%
COc1ccccc1N1CCN(C(=O)c2cc3c(=O)n(C)c4ccccc4c3n2C)CC1	19.3	-5.6%
C/C(=N\Nc1nc(N2CCOCC2)nc(N2CCOCC2)n1)c1ccc([N+](=O)[O-])cc1	-12.8	3.3%

# Additional entries
smiles	RmlCD inh 1536	M. tuberculosis GlmU
Cc1ccc2nc(SCC(=O)NCc3ccco3)c(C)cc2c1	6.3	-1.1%
COc1cc(/C=N\NC(=O)c2cccc(Cl)c2)ccc1Oc1ccc([N+](=O)[O-])cn1	8.2	-7.4%
CCN(CC)S(=O)(=O)c1ccc(Oc2ccc(S(=O)(=O)N(CC)CC)cc2)cc1	x	-4.8%
Cc1ccc(C(=O)c2c(NC(=O)c3ccncc3)sc3c2CCCC3)cc1	16.1	0.7%
COc1cccc(Nc2nc(C)cc(C)c2C#N)c1	x	-0.9%
CCOC(=O)N1CCN(c2cc(=O)n(-c3cccc(C)c3)c(=O)[nH]2)CC1	5.3	1.4%
COc1ccc(S(=O)(=O)N(Cc2cc3ccc(OC)cc3[nH]c2=O)CC2COCCO2)cc1 (stereo unspecified)	-12.6	-2.3%
Cc1nn2c(=O)cc(CSc3nc4ccccc4[nH]3)nc2s1	-6.9	0.7%
Cc1nc2c(c(=O)n1CCC(C)C)c1nc3ccccc3nc1n2CC1CCCO1 (stereo unspecified)	-2.0	-2.9%
Cc1ccc(C2C3=C(CCCC3=O)OC3=C2C(=O)CCC3)cc1	x	-5.5%

# Not all compounds are listed; rates above refer to the full screens.
